# M18AAP inhibitor = PfM18AAP inhibitors, malaria aminopeptidase, primary screen, biochemical, QFRET, recombinant enzyme. M18 aspartyl aminopeptidase (Plasmodium falciparum 3D7). 1.2% of 290,000 active. inhibition, % at 7.35 µM. H-Glu-NHMec fluorogenic cleavage;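 active = inhibition above the campaign mean inhibition over all tested compounds plus 3 SD, cut at about 28% in these data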;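 also: 0% = plate median of test compound wells and 100% = 2 mM ZnCl2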
# NALP1 yeast inh = NALP1 inflammasome inhibitors in reconstituted yeast, colorimetric, S. cerevisiae, triplicate retest. S. cerevisiae NALP1/ASC/caspase-1 growth, X-gal OD620, 72 h. inhibition, % at 10 µM. 0.61% of 280,000 active. AID 2071, 2009; in the data active = inhibition mostly above about 24%, no sharp cut-off; inactive = mostly below about 32%; also: some compounds called inactive have numbers as strong as hits
# GPR7 antag = GPR7 receptor antagonists, primary screen, cell-based, fluorescence, single concentration. Neuropeptides B/W receptor type 1 (Homo sapiens), P48145. GPR7-expressing cells, fluorescence antagonist assay. inhibition, % at 4.4 µM. 1.1% of 290,000 active; in the data active = inhibition above about 16%, passing the limit was not always enough;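 also: cells stimulated with the agonist NPW; 0% = agonist with vehicle and 100% = vehicle without agonist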
# Target sequence (P48145 whole entry, looked up): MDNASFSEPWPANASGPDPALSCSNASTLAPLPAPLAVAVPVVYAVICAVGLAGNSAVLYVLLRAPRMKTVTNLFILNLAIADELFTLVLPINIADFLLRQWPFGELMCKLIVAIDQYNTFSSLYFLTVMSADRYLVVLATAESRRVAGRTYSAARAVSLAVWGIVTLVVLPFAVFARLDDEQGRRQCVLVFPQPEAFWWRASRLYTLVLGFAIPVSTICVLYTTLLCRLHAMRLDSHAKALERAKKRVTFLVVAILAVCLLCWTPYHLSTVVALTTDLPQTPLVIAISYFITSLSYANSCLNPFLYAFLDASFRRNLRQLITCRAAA
# GalR3 antag = GalR3 antagonists in HEK293 cells, primary screen, cell-based, fluorescence readout; Galanin receptor type 3 (Homo sapiens), O60755; HEK293 GalR3-CNG cAMP membrane potential fluorescence; galR3 body fused to GalR1 C-terminus; inhibition, % at 3 µM; 0.44% of 360,000 active; AID 651719, 2012;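 active = inhibition above the screen-wide average plus 3 SD, cut at about 13% in these data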;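 also: forskolin and galanin both at EC90 stimulate the cells; cAMP rise reported by CNG channel membrane potential dye signal; 0% = forskolin plus galanin with DMSO and 100% = forskolin alone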
# Target sequence (O60755 1-299 limits assumed): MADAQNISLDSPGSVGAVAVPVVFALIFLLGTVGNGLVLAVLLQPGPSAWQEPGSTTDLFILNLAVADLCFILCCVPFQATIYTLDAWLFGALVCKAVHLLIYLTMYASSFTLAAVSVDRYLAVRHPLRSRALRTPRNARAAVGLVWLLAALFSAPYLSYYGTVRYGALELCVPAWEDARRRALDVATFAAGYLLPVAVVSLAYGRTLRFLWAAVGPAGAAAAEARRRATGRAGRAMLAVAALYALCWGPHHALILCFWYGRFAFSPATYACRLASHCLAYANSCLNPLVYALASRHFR
# MEKK2wt PB1 HTS = modulators of MEK5 binding to wildtype MEKK2, primary screen, biochemical, multiplex bead flow cytometry, Alexa488-MEK5; Alexa488-MEK5 binding to MEKK2 WT; actives lie on both sides; Mitogen-activated protein kinase kinase kinase 2 (Homo sapiens), Q9Y2U5; AID 1531, 2009; 1.1% of 290,000 active; binding response (% of control), % at 10 µM; in the data active = binding response below about 67% or above about 130%
# OXTR ag = human OXTR agonists, primary screen, fluorescence, CHO-OTR cells, Fluo-8 calcium | Fluo-8 calcium fluorescence; normalized: DMSO 0%, oxytocin 100% | activation, % at 3 µM | 0.32% of 320,000 active;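 active = activation above the mean of all tested compounds plus 3 SD, cutoff set per screening run, cut at about 20% in these data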;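 also: peak over basal fluorescence ratio from a 100 s FLIPR kinetic read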
# Target sequence (P30559 whole entry, looked up): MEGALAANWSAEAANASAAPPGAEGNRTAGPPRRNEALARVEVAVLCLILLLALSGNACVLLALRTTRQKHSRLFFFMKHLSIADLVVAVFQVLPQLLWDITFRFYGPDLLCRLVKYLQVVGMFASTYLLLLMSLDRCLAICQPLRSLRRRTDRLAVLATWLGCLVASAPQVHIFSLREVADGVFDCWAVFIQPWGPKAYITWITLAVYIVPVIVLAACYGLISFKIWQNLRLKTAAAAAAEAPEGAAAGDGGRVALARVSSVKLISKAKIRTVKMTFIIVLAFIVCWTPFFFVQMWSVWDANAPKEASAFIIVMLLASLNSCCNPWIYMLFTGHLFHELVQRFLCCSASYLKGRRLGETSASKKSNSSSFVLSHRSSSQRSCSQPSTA
# V1R ag counter = agonists of human V1a receptor, primary screen, counter-screen for OXTR agonist project, fluorescence, CHO-V1R cells; Fluo-8 calcium fluorescence, agonist mode; 0% DMSO, 100% 3 nM vasopressin; activation, % at 3 µM; 0.25% of 320,000 active;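 active = activation above the mean activation of all tested compounds plus 3 SD, per screening run, cut at about 20% in these data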;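 also: signal is peak over basal fluorescence ratio across a 100 second FLIPR read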
# OXTR potentiate = human OXTR potentiators, primary screen, fluorescence, CHO-OTR cells, Fluo-8 calcium | Oxytocin receptor (Homo sapiens), P30559 | Fluo-8 calcium fluorescence, potentiator mode; 0% = oxytocin EC15, 100% = EC100 | activation, % at 3 µM | 0.061% of 320,000 active | AID 2445, 2010;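 active = activation above that plate's cutoff, the mean activation of tested compounds plus 3 SD, cut at about 6.6% in these data, passing the limit was not always enough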;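 also: 100% uses oxytocin at 75 nM as the full agonist control; some results filed as inactive read as strong as hits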
#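 assay system = CHO-OTR cells, human receptor | schedule = compound 6 min at room temperature before oxytocin, 100 s read | detection = Fluo-8 intracellular calcium fluorescence, ex 470-495, em 515-575 nm | evaluation = normalized max/min fluorescence ratio, % activation | control set = EC15 oxytocin alone as 0%, 75 nM oxytocin (EC100) as 100%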
# MEKK2 mut-MEK5 = MEK5 binding signal on mutant MEKK2 PB1, primary screen, biochemical, multiplex bead flow cytometry, Alexa488-MEK5; Alexa488-MEK5 binding to MEKK2 mutant; percent response, % at 10 µM; 0.35% of 290,000 active; in the data active = percent response above about 24%, passing the limit was not always enough; also: inactives centre near 1; some results filed as inactive read as strong as hits
# An asterisk follows results filed as active; / = not tested or not shown.
SMILES,M18AAP inhibitor,NALP1 yeast inh,GPR7 antag,GalR3 antag,MEKK2wt PB1 HTS,OXTR ag,V1R ag counter,OXTR potentiate,MEKK2 mut-MEK5
NS(=O)(=O)c1ccc(NC(=S)N2CCN(Cc3ccc(Cl)c(Cl)c3)CC2)cc1,8,0,-4,-9,107,0.8,0.6,-3,2
CC(=O)Nc1ccc(S(=O)(=O)Nc2ccc(Cl)cn2)cc1,2,0,-13,-11,107,0.0,0.0,4,2
CCCN(C(=O)CCNC(=O)Cn1cnc2ccccc2c1=O)c1cccc(Cl)c1,1,0,7,/,99,0.2,0.5,-1,-1
O=C(/C=C/c1ccc2c(c1)OCO2)N1CCN(c2ccc(Cl)cc2)CC1,4,-3,5,-1,90,-0.7,0.7,-3,-3
CN=C1S/C(=C\c2ccc(O)c(Br)c2)C(=O)N1C,4,20,1,-10,103,5.1,5.3,-15,7
CCC(C)N1C(=O)CN(C2CCCCCC2)C(=O)C1c1ccccc1F (configuration not stated),-1,-10,-4,2,94,0.3,-1.6,0,-3
Cc1cccc2c(=O)cc(C)n(Cc3ccccc3)c12,-11,36,-6,-3,101,-1.8,0.8,-9,-2
Cc1ccc(NC(=S)NC2CCN(Cc3ccccc3)CC2)c(C)c1,-1,24,-4,3,106,0.4,2.5,-14,5
Cc1cc(C)n(Cc2ccc(C(=O)NCCC3=CCCCC3)o2)n1,-6,15,17,5,94,0.9,1.2,6,-6
O=C(CN1C(=O)C2C3C=CC(C3)C2C1=O)N1CC(=O)N(CCc2ccccc2)C(=O)C1 (configuration not stated),1,36,-14,-4,106,0.6,1.5,-14,3
O=C(Nc1cccc2ncccc12)C12CC3CC(CC(C3)C1)C2,-14,12,8,-3,106,-1.4,0.3,4,5
Cc1ccc(CC(=O)O/N=C(\N)c2ccccn2)cc1,1,3,10,-3,105,-0.5,0.8,2,7
COC(=O)Nc1nc(-c2ccc(F)cc2)c(C)s1,-3,10,5,-4,80,-1.6,-0.9,-6,-6
C(=N\Nc1nc2ccccc2[nH]1)/c1c[nH]c2ccccc12,22,-13,-14,-10,155*,2.2,2.5,-16,11
NC(=O)COC(=O)c1cc(S(=O)(=O)N2CCN(c3ccccc3)CC2)ccc1Cl,5,5,0,8,97,0.6,0.1,-9,1
CCOc1ccc(C(=O)NCC(=O)NNC(=O)CN(C)S(=O)(=O)c2ccc(Cl)cc2)cc1,/,/,/,-3,/,-0.2,0.0,-3,/
CN1C(=O)C(CC(=O)Nc2ccc(F)cc2)N(Cc2cccs2)C1=S (configuration not stated),-3,14,3,15*,100,2.0,1.2,-6,0
COc1ccc2c(c1)OC1=C(C(=O)CCC1)C2C1=C(O)CCCC1=O (configuration not stated),12,3,-8,-4,105,-0.1,0.7,-2,3
O=C(Cc1ccc(Cl)cc1)Nc1ccc2oc(-c3ccncc3)nc2c1,-3,14,-20,-2,89,-0.6,1.1,-9,-7
CNc1ccc(Br)cc(C(=O)/C=C/c2cccc(OC)c2)c1=O,18,2,-4,-3,78,0.7,-0.1,-1,-7

# As a short view, eleven of the compounds above.
SMILES,M18AAP inhibitor,NALP1 yeast inh,GPR7 antag,GalR3 antag,MEKK2wt PB1 HTS,OXTR ag,V1R ag counter,OXTR potentiate,MEKK2 mut-MEK5
NS(=O)(=O)c1ccc(NC(=S)N2CCN(Cc3ccc(Cl)c(Cl)c3)CC2)cc1,8,0,-4,-9,107,0.8,0.6,-3,2
CC(=O)Nc1ccc(S(=O)(=O)Nc2ccc(Cl)cn2)cc1,2,0,-13,-11,107,0.0,0.0,4,2
CCCN(C(=O)CCNC(=O)Cn1cnc2ccccc2c1=O)c1cccc(Cl)c1,1,0,7,/,99,0.2,0.5,-1,-1
O=C(/C=C/c1ccc2c(c1)OCO2)N1CCN(c2ccc(Cl)cc2)CC1,4,-3,5,-1,90,-0.7,0.7,-3,-3
CN=C1S/C(=C\c2ccc(O)c(Br)c2)C(=O)N1C,4,20,1,-10,103,5.1,5.3,-15,7
CCC(C)N1C(=O)CN(C2CCCCCC2)C(=O)C1c1ccccc1F (configuration not stated),-1,-10,-4,2,94,0.3,-1.6,0,-3
Cc1cccc2c(=O)cc(C)n(Cc3ccccc3)c12,-11,36,-6,-3,101,-1.8,0.8,-9,-2
Cc1ccc(NC(=S)NC2CCN(Cc3ccccc3)CC2)c(C)c1,-1,24,-4,3,106,0.4,2.5,-14,5
Cc1cc(C)n(Cc2ccc(C(=O)NCCC3=CCCCC3)o2)n1,-6,15,17,5,94,0.9,1.2,6,-6
O=C(CN1C(=O)C2C3C=CC(C3)C2C1=O)N1CC(=O)N(CCc2ccccc2)C(=O)C1 (configuration not stated),1,36,-14,-4,106,0.6,1.5,-14,3
O=C(Nc1cccc2ncccc12)C12CC3CC(CC(C3)C1)C2,-14,12,8,-3,106,-1.4,0.3,4,5

# Additional results follow:
SMILES,M18AAP inhibitor,NALP1 yeast inh,GPR7 antag,GalR3 antag,MEKK2wt PB1 HTS,OXTR ag,V1R ag counter,OXTR potentiate,MEKK2 mut-MEK5
CN(C(=O)CCc1ccccc1F)C1CCCN(Cc2ccccc2F)C1 (configuration not stated),-13,16,7,-11,106,-0.3,0.8,-9,2
COc1ccccc1CNC(=O)C(NS(=O)(=O)c1cccc2nsnc12)C(C)C (configuration not stated),-5,/,-7,-6,109,2.1,-1.4,-1,4
Cc1ccc(Cl)c(OCC(O)CN(CCO)CCO)c1 (configuration not stated),-4,-7,-4,-5,115,0.1,0.2,-9,6
O=C1COc2ccc(S(=O)(=O)CCC(=O)N3CCN(c4cccc(C(F)(F)F)c4)CC3)cc2N1,-4,5,-3,-2,105,8.1,8.7,-13,1
CC1CCN(C(=O)Cn2c(SCC(=O)Nc3nccs3)nc3ccccc32)CC1,2,4,8,-5,105,-0.2,0.9,-3,7
COc1ccc(OC)c(NC(=O)c2nc(-c3ccccc3)oc2C)c1,1,0,11,-2,95,-1.6,-0.3,-9,-3
CCOc1ccc(/C(C)=N/NC(=O)C(OC)c2ccccc2)cc1 (configuration not stated),-5,8,11,-2,68,-0.4,-0.8,-6,-13
CC(C)NC(=O)N(C)C[C@H]1Oc2c(NS(=O)(=O)c3cn(C)cn3)cccc2C(=O)N([C@H](C)CO)C[C@@H]1C,/,/,/,-4,/,0.9,0.8,-6,/
Cc1ccc(-n2[nH]c(C)c(C=Nc3ccc(C)cn3)c2=O)cc1,-1,8,-8,-3,97,-0.2,0.5,-2,1
NC(=O)COc1ccc(/C=N\NC(=O)c2ccc(-c3ccccc3)cc2)cc1,6,5,1,2,107,-0.2,0.5,-1,10
COc1cccc(CN(C)C(=O)c2cc(S(=O)(=O)N3CCN(c4ccccc4)CC3)ccc2Cl)c1,8,5,-5,-2,100,1.5,4.9,-8,5
CSc1nc2ccc(NC(=O)C3CC(=O)N(Cc4ccco4)C3)cc2s1 (configuration not stated),4,12,-7,-3,100,-2.2,-0.2,-13,0
CC1CN(C(=O)c2nn(C)cc2[N+](=O)[O-])CC(C)O1 (configuration not stated),-6,1,-6,2,106,0.6,1.1,-13,5
Cc1cccc(NS(=O)(=O)c2ccc(C)c(C(=O)NCC(c3ccccc3)N(C)C)c2)c1 (configuration not stated),/,/,/,-3,/,8.0,2.6,-11,/
O=C(Oc1ccccc1)c1cc2ccccc2o1,0,4,8,-5,98,-2.4,0.4,-3,-12
O=C(c1cc([N+](=O)[O-])ccc1Cl)N1CCc2ccccc21,2,1,-10,-10,102,-2.9,-1.5,2,18
O=c1[nH]c2ccsc2c(=O)n1CCO,-1,/,2,-3,100,0.1,0.3,-3,0
CC(=O)N(C)c1ccc(NC(=O)Nc2ccc(Cl)cc2)cc1,/,/,/,4,/,4.7,7.5,-14,/
CCOc1ccc(NC(=S)Nc2cc(-c3ccccc3)[nH]n2)cc1,5,-6,16,-6,87,4.9,5.6,-9,-5
Cc1c(C(=O)N/N=C/c2ccc(N(C)C)cc2)[nH]c2ccc(Cl)cc12,-12,37,2,5,107,0.1,0.2,-14,4
Cc1cc(C)c(OCC(=O)OC(C)C(=O)N2CCc3ccccc32)c(C)c1 (configuration not stated),/,/,/,-3,/,-2.3,-0.8,-5,/
Cc1ccccc1NC(=O)NC1(C(=O)N2CCCC2)CCCCC1,5,-3,1,-2,95,-0.3,-1.1,-7,2
Cn1c(CNC(=O)c2ccc3c(c2)OCO3)nnc1SCC(=O)Nc1ccc(F)cc1F,-1,-10,-5,-1,101,-1.9,-0.6,-2,-1
COC(=O)c1cc2c(-c3ccccc3)c(C)c3ccccn3c-2c1C(=O)OC,3,-18,-11,-4,86,1.1,2.0,-1,-15
N#Cc1c(N)oc(-c2ccco2)c1-c1ccco1,20,2,-10,-3,97,-0.9,2.1,-2,6
Cc1ccc(NC(=O)CN2C(=O)/C(=C3\SC(=S)N(C4CCS(=O)(=O)C4)C3=O)c3ccccc32)cc1 (configuration not stated),-11,23,0,5,87,/,/,/,10
COc1ccccc1NS(=O)(=O)c1ccc2oc(SCc3ccc(F)cc3)nc2c1,-7,29,-1,-11,98,-0.8,1.9,-8,0
Cc1cc(C(=S)N2CCOCC2)c(C)n1-c1ccc(F)cc1,-3,11,-8,9,93,-1.5,0.6,-8,-4
CCc1cc[n+](-c2nc([O-])sc2C=O)cc1,10,-20,4,1,92,1.9,3.0,-2,-9
Cc1ccc(C(=O)Nc2nc(=O)n(C)s2)cc1,-1,7,-17,-5,101,-0.6,-0.8,-2,4
CCc1nnc(NS(=O)(=O)c2ccc(NC(=O)c3ccc(Cl)cc3)cc2)s1,3,-12,13,-1,100,0.2,0.0,-1,3
CCCc1cc(=O)[nH]c(SCC(=O)N(C)CC(=O)Nc2ccc(C)cc2)n1,-3,23,-11,-2,102,6.2,-0.2,-6,6
CC1CCCCN1C(=O)CCC(=O)Nc1nnc(C2CCCCC2)s1 (configuration not stated),3,4,-6,4,91,1.1,1.2,2,-1
COc1cccc(NC(=O)CNC(=O)Cn2cnc3sc4c(c3c2=O)CCCC4)c1,7,3,-11,-7,104,1.6,4.5,-7,1
CCOc1ccccc1NC(=O)CSc1nnc(CNC(=O)c2ccccc2F)o1,-11,11,-8,-8,98,0.2,0.0,1,1

# Compound activity (PubChem)
